# Assay outcomes: PubChem BioAssay, Broad Institute
# LGR2 inh = blocks bursicon-induced cAMP signaling via Drosophila LGR2. HEK293 LGR2, CRE-luciferase, bursicon-stimulated, 4 h. inhibition, % at 9.99 µM. 0.35% of 380,000 active. AID 720647;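 active means drop in luminescence signal, shown as inhibition above about 50% in the replicate tests, limit read from the data, passing the limit was not always enough; inconclusive means probably only some replicates passing the limit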;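 further: agonist challenge used bursicon conditioned medium at about half maximal strength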
# SIRT5 block = sirtuin-5 (human) deacylase inhibition; Purified SirT5, succinyl-peptide AMC, trypsin-coupled fluorescence; 1.1% of 330,000 active; Q9NXA8; AID 652115; inhibition, % at 15 µM; in the data active means inhibition above about 15%; inconclusive means no clear call, values can overlap the other calls
# Target sequence (Q9NXA8 whole entry, looked up): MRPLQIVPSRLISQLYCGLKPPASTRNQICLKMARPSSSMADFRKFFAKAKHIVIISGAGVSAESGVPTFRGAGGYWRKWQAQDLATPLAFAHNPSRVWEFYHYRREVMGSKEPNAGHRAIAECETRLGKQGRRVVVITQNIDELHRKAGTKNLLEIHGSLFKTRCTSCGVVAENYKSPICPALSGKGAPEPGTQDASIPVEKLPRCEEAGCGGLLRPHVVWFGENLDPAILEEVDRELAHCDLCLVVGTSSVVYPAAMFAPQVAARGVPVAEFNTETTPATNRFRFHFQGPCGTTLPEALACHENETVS
# S100A4 inh HTS = inhibitors of human S100A4 binding to myosin IIA peptide. P26447. S100A4/TAMRA-MyoIIA peptide fluorescence polarization. 0.14% of 360,000 active. inhibition, % at 10.7 µM. AID 652163;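 active means mean inhibition of at least 70% across replicates, with every replicate also reaching that level; inconclusive means mean inhibition reaches 70% but some replicates fall short; inactive means mean inhibition below 70%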
# Target sequence (P26447 whole entry, looked up): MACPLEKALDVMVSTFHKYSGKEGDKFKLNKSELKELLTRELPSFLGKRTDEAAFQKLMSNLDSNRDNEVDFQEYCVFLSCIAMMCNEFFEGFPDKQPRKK
#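 Test system – S100A4 monomer (human) · Compound – single-point compound testing · Schedule – 5 min incubation before reading · Probe or stimulus – TAMRA-labelled myosin IIA heavy-chain peptide probe, 5 nM · Benchmarks – neutral control DMSO, positive control TFP · Medium – Calcium-containing HEPES buffer, pH 7.2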
# C2C12 statin = suppression of simvastatin myotoxicity | C2C12 myotubes + simvastatin, ATP luminescence, 48 h; scaled: DMSO 0, geranylgeraniol control 100 | rescue of ATP level, % at 7.49 µM | 0.78% of 330,000 active;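 active means mean ATP rescue above about 67%, or every replicate alone reaching that limit, limit read from the data, passing the limit was not always enough; inconclusive means no clear call, values can overlap the other calls; inactive means mean under the limit and some replicate under it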;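 further: myotubes were challenged with 10 µM simvastatin during compound exposure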
# esBAF inh = blocks esBAF chromatin remodeling in mouse ES cells; reporter increase, % at 12.5 µM; 2% of 350,000 active; Bmi1-luciferase knock-in reporter, 24 h; 100% = twice the neutral-well signal; in the data active means activation above about 40%; inconclusive means no clear call, values can overlap the other calls;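 further: 0% = median of the plate's neutral control wells and 100% = double that signal; a rise in the Bmi1 reporter signal indicates esBAF inhibition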
# CASP6 VEID inh = inhibitors of human caspase-6 | P55212 | purified caspase-6, Z-VEID-R110 cleavage fluorescence | inhibition, % at 12.5 µM | 0.53% of 350,000 active;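 active means mean inhibition across replicates at least about 35%, with every replicate also reaching that limit, limit read from the data; inconclusive means only one of the two criteria met; inactive means neither criterion met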;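 further: 0% = median of neutral control wells and 100% = no fluorescence left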
# Target sequence (P55212 24-179 limits assumed): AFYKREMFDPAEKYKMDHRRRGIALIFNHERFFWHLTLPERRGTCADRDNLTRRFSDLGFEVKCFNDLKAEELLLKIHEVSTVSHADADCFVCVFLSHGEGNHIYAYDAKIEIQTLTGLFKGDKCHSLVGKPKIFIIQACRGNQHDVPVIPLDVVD
# Target sequence (P55212 194-293 limits assumed): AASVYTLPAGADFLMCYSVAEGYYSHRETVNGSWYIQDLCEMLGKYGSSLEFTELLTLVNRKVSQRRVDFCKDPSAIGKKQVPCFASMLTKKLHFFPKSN
# FN deposition inh = fibronectin deposition inhibition | AH1F fibroblasts, Alexa488-fibronectin deposition fluorescence, overnight | inhibition, % at 12.6 µM | 0.086% of 350,000 active;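 active means mean inhibition across replicates of 30% or more, regardless of how many single replicates reach that level; inconclusive means mean under 30% yet at least half of replicates reach 30%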;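 further: positive control wells lacked labelled fibronectin entirely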
#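 Schedule: 1 h cell adhesion before compound, then overnight fibronectin incubation; test system: AH1F fibroblast monolayer depositing Alexa488-labelled fibronectin into matrix; quantity: 10000 AH1F cells per well; probe or stimulus: fluorescent fibronectin at 24 nM final; signal: fluorescence, ex 485 nm, em 525 nm; evaluation: percent inhibition as loss of matrix-bound fibronectin fluorescence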
# The depositor's hits bear a star; ? = inconclusive; / = no result given; & = joins results of further samples.
canonical_smiles	LGR2 inh	SIRT5 block	S100A4 inh HTS	C2C12 statin	esBAF inh	CASP6 VEID inh	FN deposition inh
CNC[C@@H]1Oc2ccc(NC(=O)Nc3c(C)noc3C)cc2CC(=O)N([C@H](C)CO)C[C@H]1C	14	-1	3	7&-8	-2&-4	-1	-6
CCN(c1ccccc1)S(=O)(=O)c1ccc2c(c1)CCCN2C(C)=O	12	0	7	-3	-6	-1	3
O=C1CCCN1C(=O)COc1ccc([N+](=O)[O-])cc1	-5	-1	3	-11	-2	-7	4
Cc1ccc(C)c(SCC(=O)Nc2oc(C)c3c(C)n[nH]c(=O)c23)c1	-16	-1	3	1	-5	-2	4
O=C(Nc1cccc([N+](=O)[O-])c1)Nc1cccc([N+](=O)[O-])c1	1	-8	-9	/	/	-1	7
CC(=O)c1cccc(NC(=O)c2cc3ccccn3n2)c1	-21	5	1	14	54*	-1	7
CC(C)CCN(N=O)[C@@H](Cc1ccccc1)CN(N=O)[C@@H](Cc1ccccc1)CN(C)N=O	13	/	-13	-16	-14	8	6
COc1ccccc1NC(=O)COC(=O)c1c(NC(C)=O)sc(C)c1C	7	/	-5	3	9	0	/
COCCNC(=O)C1CC2Cn3c(nc4cc(C)c(C)cc43)C2N1C (stereo not drawn)	18	/	28	-7	2	0	2
COCCNC(=O)C(=O)NNC(=O)COc1ccc(OC)cc1	3	-6	-6	-2	-1	2	-6
CC(/C=C/c1ccc2c(c1)OCO2)=N\NC(=O)c1cccc([N+](=O)[O-])c1	-20	0	-9	-133	6	-3	/
Cc1sc2ncn(CC(=O)NCC3COc4ccccc4O3)c(=O)c2c1S(=O)(=O)N1CCOCC1 (stereo not drawn)	-1	-3	-1	/	/	-1	0
N#C/C(=C\N1CCCCC1)S(=O)(=O)c1ccc(Cl)cc1	7	0	-17	/	/	6	-2
c1ccc2[nH]c(CSc3nccs3)nc2c1	-18	-6	2	3	17	-1	13
Cc1ccc(NC(=O)NNC(=O)COc2ccc(Cl)cc2)cc1	1	/	-2	/	/	0	-1
CC(=O)c1cccc(NC(=O)N2CC(C)OC(C)C2)c1 (stereo not drawn)	-13	-3	-1	11	-7	-9	10
COc1ccc(C(=O)NCC(=O)OCc2csc(-c3ccccc3)n2)cc1	-25	2	0	/	/	1	-3
CCCCSc1nc2sc3c(c2c(=O)n1-c1ccccc1)CCN(C)C3	-3	-11	-8	-20	11	10	-6
CCCCCC(=O)Nc1ccc(C(=O)COC(=O)c2ccccn2)cc1	11	4	12	-7	12	0	1
C[C@@H]1CN([C@@H](C)CO)C(=O)c2cc(NC(=O)CCC(F)(F)F)ccc2O[C@@H](C)CCCCO[C@@H]1CN(C)C(=O)C1CCCCC1	-12	-1	8	/	-5	1	/
Cc1cc(C)c(S(=O)(=O)ON2C(=O)c3ccccc3C2=O)cc1C	-2	/	/	18	-5	/	5
CCc1ccccc1NC(=O)N1CCc2ccccc21	-6	-3	0	-2	7	-2	-6
CCCC(=O)Nc1ccc2c(c1)OC[C@@H](C)N(C(=O)CN(C)C)C[C@@H](C)[C@H](OC)CN(C)C2=O	16	2	7	4	-5	/	-3
CCOC(=O)c1cc2c(=O)n3ccccc3nc2n(CC(C)C)c1=NC(=O)c1ccco1	/	/	/	21	-1	/	-7
COc1cc(CCN=Cc2cc(Cl)cc(Cl)c2O)c([N+](=O)[O-])cc1OC	0	-2	-6	/	/	0	-8
CNC(=O)C[C@@H]1CC[C@H]2[C@H](COc3ccc(NC(=O)Nc4cc(C)cc(C)c4)cc3C(=O)N2C)O1	1	-3	-42	-16	-1	3	/
CC(C)(Oc1ccc(Cl)cc1)C(=O)NC1CCSC1=O (stereo not drawn)	-14	-5	-18	/	-3	2	/
COc1cccc(C(=O)NN2CCOCC2)c1	0	-1	-4	/	/	-3	-4
COc1ccc(C#Cc2ccc3c(c2)[C@@H]2[C@@H](CCN2S(=O)(=O)c2ccccc2C)[C@@H](CO)N3C)cc1	15	0	-4	15	3	-2	2
N#C[C@H]1[C@H](c2ccccc2)[C@H](CO)N1C(=O)C1CCCC1	24	2	-47	15	-3	0	10

# An excerpt from above in order of their number in LGR2 inh, smallest number first.
compound,LGR2 inh
CC(C)(Oc1ccc(Cl)cc1)C(=O)NC1CCSC1=O (stereo not drawn),-14
C[C@@H]1CN([C@@H](C)CO)C(=O)c2cc(NC(=O)CCC(F)(F)F)ccc2O[C@@H](C)CCCCO[C@@H]1CN(C)C(=O)C1CCCCC1,-12
COc1ccc(C#Cc2ccc3c(c2)[C@@H]2[C@@H](CCN2S(=O)(=O)c2ccccc2C)[C@@H](CO)N3C)cc1,15

# More results.
canonical_smiles	LGR2 inh	SIRT5 block	S100A4 inh HTS	C2C12 statin	esBAF inh	CASP6 VEID inh	FN deposition inh
COCc1cn(CC[C@H]2CC[C@@H](NC(=O)Nc3ccc4c(c3)OCO4)[C@@H](CO)O2)nn1	-2	3	5	3	-2	3	5
CNC(=O)c1ccc(NC(=O)Cc2ccc(S(=O)(=O)N3CCOCC3)s2)cc1	-2	0	-3	-4	4	7	2
CCCSc1nc(-n2ncc(C#N)c2N)c2c3c(sc2n1)CCC(C)C3 (stereo not drawn)	-6	0	-2	13	1	2	/
C=CCN1C(=S)CC(c2ccccc2)=Nc2ccccc21	21	/	-1	-29	-1	-4	-4
C(=N\N1CCN(c2ccccc2)CC1)/c1ccccc1	-32	-1	0	-1	63*	-4	-9
Cc1ccc(-c2noc(CCC(=O)NC3CCCC3)n2)cc1	-13	-2	1	-2	5	-4	-14
CCOC(=O)c1ccc(-c2ccc(N3C(c4cccc(OC)c4)=Cc4ccc(F)cc4C3CC(C)=O)cc2)cc1F (stereo not drawn)	9	-3	0	/	/	-2	/
C#CCSc1nnnn1-c1ccc(OCC)cc1	/	0	5	0	-7	7	-6
CC1(C)CC(=O)N(c2ccc(Cl)cc2Cl)C(=O)C1	14	0	2	10	7	0	-1
Oc1ccccc1-c1cc(C(F)(F)C(F)F)nc(-c2ccccc2)n1	0	/	/	6	-7	/	/
CC(=O)NCC(=O)OCC(=O)N1c2ccccc2Sc2ccccc21	8	-1	-2	1	-5	-1	/
COc1ccc(NC(=O)N(C)C[C@@H]2Oc3ccc(NC(=O)NC(C)C)cc3C(=O)N([C@H](C)CO)C[C@@H]2C)cc1	3	1	-10	-5	2	3	/
O=S(=O)(c1ccccc1)N1CC[C@@H]2[C@@H](CO)Nc3ccc(C#Cc4cccc(F)c4)cc3[C@@H]21	-7	5	-4	5	-1	0	9
CN(CCNC(=O)CN1C(=O)CSc2ccc(S(=O)(=O)N3CCCC3)cc21)Cc1ccccc1	2	2	-3	/	/	1	-7
O=C(CCN1C(=O)/C(=C/c2ccc(F)cc2)SC1=S)NC1C=CS(=O)(=O)C1 (stereo not drawn)	6	-4	8	?	6	2	-7
COc1cc2ccccc2cc1C(=O)Nc1cc(C)ccn1	-61	-3	-4	-16	55*	4	21
O=C(NCc1ccccn1)C(=O)NCc1ccccn1	-9	0	2	/	/	-4	-2
COC(=O)c1ccccc1SC1CC(=O)N(c2cccc(C)c2)C1=O (stereo not drawn)	-7	-8	-7	/	/	-1	-7
O=C(NNS(=O)(=O)c1ccc(Br)cc1)c1csnn1	-16	0	-6	/	/	4	11
Cc1c(C(=O)Nc2ccc(Cl)cc2)c2ccccn2c1C(=O)c1ccc(F)cc1	/	/	/	8	3	/	0
O=C(NN1CCOCC1)c1ccc(Cl)c([N+](=O)[O-])c1	-9	1	1	-6	-1	0	-1
COc1ccc(/C=C2\SC(=S)N(CCCCCC(=O)Nc3cc(C)on3)C2=O)cc1OC	-5	-3	2	5	-25	-2	2
COC(=O)CCC(C)N1CCC(Oc2ccc(C(=O)N3CCCC3)cc2)CC1 (stereo not drawn)	-9	-1	-2	3	-5	-1	0
CN(C)c1cccc(NC(=O)c2ccco2)c1	-3	-2	-19	/	/	-2	1
N#CCCN(C(=O)Cn1nc(C(=O)O)c2ccccc2c1=O)c1ccccc1	-1	-2	17	3	-7	0	-5
Cc1cccc(OCCNC(=O)c2ccc(Cl)c(S(=O)(=O)NCc3cccnc3)c2)c1	9	-3	-1	-46	-9	-1	3
NC(=O)c1ncn([C@@H]2O[C@H](CO)[C@@H](O)[C@H]2O)n1	4	2	-4	-2	17	1	0
CCO[C@@H]1OC(C(=O)Nc2ccccc2)=C[C@H](c2ccc(C(F)(F)F)cc2)[C@H]1CCCO	7	-1	6&-2	-2	1	1&-1	-5
CCN(CC)CCn1c(=N)n(CC(=O)c2ccc(Br)s2)c2ccccc21	/	-4	-8	/	/	-8	-6
O=C1C2C(C(=O)N1Cc1ccco1)C1C=CC2C12CC2 (stereo not drawn)	21	/	/	3	3	/	6
CNC(=O)Nc1cccc(-c2cc(-c3c(Cl)cccc3Cl)no2)c1	/	0	-1	/	/	-1	1
N#Cc1ccc(CSC2=NCCN2)cc1	-7	-2	-12	/	/	0	-5
O=C(OCC(=O)N1CCc2ccccc2C1)c1ccc(O)cc1	-12	0	10	0	27	1	0
Cc1ccc(S(=O)(=O)N(C)C[C@H]2Oc3ccc(NC(=O)C4CCCCC4)cc3C(=O)N([C@@H](C)CO)C[C@H]2C)cc1	-4	1	-1	-25	9	2	/
CCOC(=O)C1(Cc2ccccc2C(F)(F)F)CCN(C2CCSC2)CC1 (stereo not drawn)	-9	-3	-9	3	-4	1	-16
c1ccc2[nH]c3cc4ncnc4cc3nc2c1	-39	5	7	/	/	69*	-8
COCCN(C[C@H]1N[C@H](CO)[C@@H]1c1ccc(-c2ccc(F)cc2)cc1)C(C)=O	7	9	9	-20	1	0	-20
COc1ccc(Cl)cc1CN1C(=O)NC2(CCCCCC2)C1=O	2	-4	2	0	-3	3	-15
Cc1ccc(OCCCN2CCOCC2)cc1	11	-6	3	3	11	0	-2
CC(=O)NC(CCS(C)(=O)=O)C(=O)Nc1c(C)cccc1C (stereo not drawn)	8	-8	0	13	3	1	-11
COC(=O)CNC(=O)COC(=O)/C=C/c1ccccc1[N+](=O)[O-]	5	2	-1	/	/	3	0
O=C(CCC(=O)N1CCN(c2ccccn2)CC1)Nc1nnc(C2CCCCC2)s1	/	/	/	1	0	/	-3
Cc1csc(=O)n1CC(=O)OCC(=O)N(CC(C)C)c1c(N)n(Cc2ccccc2)c(=O)[nH]c1=O	2	7	4	/	/	2	-2
C[C@@H]1CN([C@@H](C)CO)C(=O)c2cc(C#CCC3CCCC3)cnc2O[C@@H]1CN(C)S(=O)(=O)c1cccs1	5	14	-1	3	4	/	/
Cc1ccc(NS(=O)(=O)c2cc3c4c(cccc4c2)C(=O)NC3=O)cc1	3	-7	-3	11	-8	-3	3
CN(CC(=O)Nc1ccc(N2CCOCC2)cc1)Cc1cc(=O)n2ccsc2n1	18	5	0	13	-5	1	-9
C[C@H](CO)N1C[C@H](C)[C@H](CN(C)Cc2ccccc2)Oc2cc(C#CCN(C)C)ccc2S1(=O)=O	-8	0	-1	-12	0	0	/
COc1ccc(C#Cc2ccc([C@H]3[C@H](CO)N4C(=O)CN(C(C)=O)C[C@@H]34)cc2)cc1	-15	-2	0	/	/	-1	/
O=C(O)CC1(CC(=O)Nc2ccc(F)c(Cl)c2)CCCCC1	-3	-2	-2	/	/	1	-2
O=S(=O)(c1ccccc1)N1CCCCN2[C@@H](CO)[C@H](c3ccc(C#Cc4cccnc4)cc3)[C@@H]2C1	2	0	5	-17	0	-3	/

# Some of the compounds tested; count on the stated rates, not on these rows.
